Arr AP2 block = inhibitors of beta-arrestin/AP2 binding, primary screen, biochemical, GPCR trafficking, flow cytometry. beta-arrestin 1 C-terminal peptide binding to AP2 beta2-adaptin appendage (human). FITC-arrestin peptide / GST-AP2 beads; AP2 beta2 appendage carries R879A mutation. inhibition, % at 10 µM. 340,000 tested, 0.31% active. AID 504490, 2011;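 active = inhibition above a set limit, near 3 SD of compounds lacking own fluorescence, cut at about 54% in these data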;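 also: plate controls were DMSO wells for no effect and 5 µM unlabelled arrestin peptide for full effect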
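Test system: GST-tagged AP2 beta2-adaptin appendage (R879A) on 4 µm glutathione beads; also added: fluorescein-tagged arrestin peptide at 50 nM final; timing: 12 min plus 1 h, RT; signal: flow cytometry, FL1 (488/535 nm); read-out: percent drop in bead-associated FITC signal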
LANA DNA inh = inhibitors of KSHV C-LANA binding to DNA, primary screen, biochemical, fluorescence polarization, FAM-LBS DNA, MBP-C-LANA, single point; AID 504423, 2011; 340,000 tested, 0.078% active; inhibition, % at 9 µM; Kaposi's sarcoma herpesvirus LANA C-terminal domain (residues 932-1162) DNA binding;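 active = highest replicate inhibition at or above 60% at 9 µM, even if other replicates fall short; inactive = all replicates below 60% inhibition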;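 also: 0% = neutral control wells and 100% = 4 µM acridine orange control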
NSD2 HMT inh = NSD2 histone methyltransferase inhibitors, primary screen, biochemical, AlphaScreen, single concentration, set 2; 310,000 tested, 0.54% active; NSD2 peptide methylation, 120 min; inhibition, % at 12.5 µM; in the data active = inhibition above about 50%
Keap1-Nrf2 PPI = Keap1-Nrf2 protein-protein interaction inhibitors, primary screen, biochemical, fluorescence polarization, single point; Kelch-like ECH-associated protein 1 (Homo sapiens), Q14145; Keap1 Kelch-Nrf2 peptide fluorescence polarization, 1536-well; inhibition, % at 9.4 µM; 340,000 tested, 0.15% active; in the data active = inhibition above about 12%;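 also: human Keap1 Kelch domain with fluorescein labeled Nrf2 9mer peptide probe; 0% = neutral control wells and 100% = peptide positive control; higher means more block of Keap1 binding to Nrf2 peptide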
CAL PDZ FP-1 = untagged CAL PDZ binding inhibitors, primary screen, biochemical, fluorescence polarization, HTS | Golgi-associated PDZ and coiled-coil motif-containing protein (Homo sapiens), Q9HD26 | purified CAL PDZ, TMR-peptide fluorescence polarization, 1 h | inhibition, % at 24.9 µM | 300,000 tested, 0.92% active | AID 602252, 2012;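 active = mean inhibition of at least 30% with at least half of replicates also reaching 30%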;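 also: 0% = DMSO neutral control and 100% = excess unlabeled competitor peptide PRC23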
Cardiac RTF inh = cardiac RTF calcium sensitivity inhibitors, primary screen, biochemical, IANBD-TnC fluorescence, EC70 calcium | IANBD-labeled cardiac RTF, Ca2+ fluorescence | 340,000 tested, 0.12% active | Troponin I, cardiac muscle (Homo sapiens) + Troponin T, cardiac muscle (Homo sapiens) + … | inhibition, % at 7.15 µM;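 active = inhibition above the mean inhibition of all tested compounds plus 3 SD, cut at about 17% in these data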;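 also: assay run at fixed EC70 calcium of 1.6 mM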
V-ATPase pHluor = regulators of yeast V-ATPase proton pumping, primary screen, pHLuorin cytosolic pH fluorescence | S. cerevisiae | response, % at 10 µM | 350,000 tested, 0.37% active; in the data active = response mostly above about 7.3%, no sharp cut-off; inactive = mostly below about 5.4%; also: actives read high; inactives centre near 0; some compounds called inactive have numbers as strong as hits; reference of the scale not given here
DSG3 Ab inh = inhibitors of pemphigus antibody binding to DSG3, primary screen, biochemical, bead-based, flow cytometry, scFv-GFP | 310,000 tested, 0.48% active | Desmoglein-3 (Homo sapiens), P32926 | DSG3-coupled beads, scFv-anti-DSG3-GFP binding; hits give low values | binding (percent of control), % at 10 µM;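 active = binding more than 3 SD below its plate's average and above zero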;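 also: hits lower antibody fragment binding to DSG3; some compounds called inactive have numbers as strong as hits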
Target sequence (P32926 whole entry, looked up, the tested form may be a part): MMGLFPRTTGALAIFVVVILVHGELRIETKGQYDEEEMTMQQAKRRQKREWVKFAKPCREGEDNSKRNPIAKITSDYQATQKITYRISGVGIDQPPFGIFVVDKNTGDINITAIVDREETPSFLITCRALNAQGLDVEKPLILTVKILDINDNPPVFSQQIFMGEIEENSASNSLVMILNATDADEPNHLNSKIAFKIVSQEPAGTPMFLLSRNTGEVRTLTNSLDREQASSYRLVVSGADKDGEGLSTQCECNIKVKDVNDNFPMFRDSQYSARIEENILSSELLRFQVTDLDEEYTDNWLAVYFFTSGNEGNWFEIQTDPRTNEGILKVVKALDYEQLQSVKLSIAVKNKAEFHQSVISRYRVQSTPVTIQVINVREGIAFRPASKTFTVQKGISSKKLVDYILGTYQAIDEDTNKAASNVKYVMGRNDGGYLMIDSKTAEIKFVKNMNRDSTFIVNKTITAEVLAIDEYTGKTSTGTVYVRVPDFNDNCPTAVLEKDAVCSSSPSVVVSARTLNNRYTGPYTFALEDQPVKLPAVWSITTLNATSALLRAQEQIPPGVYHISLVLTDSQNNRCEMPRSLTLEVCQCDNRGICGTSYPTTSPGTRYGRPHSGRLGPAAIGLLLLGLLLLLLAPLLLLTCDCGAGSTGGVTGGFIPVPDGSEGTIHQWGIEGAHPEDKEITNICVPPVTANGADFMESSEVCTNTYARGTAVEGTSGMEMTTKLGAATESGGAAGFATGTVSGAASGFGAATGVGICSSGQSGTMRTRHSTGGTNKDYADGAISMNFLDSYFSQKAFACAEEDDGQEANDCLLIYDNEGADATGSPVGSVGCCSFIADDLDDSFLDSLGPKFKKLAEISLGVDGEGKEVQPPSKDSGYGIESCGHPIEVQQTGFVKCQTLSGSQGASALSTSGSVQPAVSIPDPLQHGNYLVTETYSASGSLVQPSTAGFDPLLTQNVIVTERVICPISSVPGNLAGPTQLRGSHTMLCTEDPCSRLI
CAL PDZ FP-2 = CAL PDZ peptide-binding inhibitors, primary screen, biochemical, fluorescence polarization, Cer-tagged CAL PDZ, HTS | Golgi-associated PDZ and coiled-coil motif-containing protein (Homo sapiens), Q9HD26 | purified CAL PDZ, TMR-peptide fluorescence polarization, 1 h | inhibition, % at 20 µM | 330,000 tested, 0.02% active | AID 504414, 2011;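 active = highest replicate inhibition of at least 40%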;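 also: plate controls were DMSO neutral control wells for no effect and unlabeled competitor peptide control wells for full effect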
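Material: tagged CAL PDZ domain; buffer or medium: 25 mM sodium phosphate pH 7.4, 150 mM NaCl, TCEP, IgG, Thesit; compound dosing: single point, 20 µM; schedule: 1 h incubation at room temperature before polarization reading; measured by: FP readout, S and P plane fluorescence; read-out basis: percent inhibition from loss of millipolarization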
DAGLB inhibitor = DAGLB lipase inhibitors, primary screen, biochemical, fluorescence, HTS; Diacylglycerol lipase-beta (Homo sapiens), Q8NCG7; HEK293T DAGLB membrane lysate, EnzChek fluorogenic substrate; inhibition, % at 5.17 µM; 340,000 tested, 0.059% active; AID 504411, 2011; in the data active = inhibition above about 34%;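 also: 0% = enzyme with vehicle and 100% = wells lacking enzyme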
Numbers without * were called inactive; x = no result given. An excerpt; rates above refer to the full screens.

A first look:
Arr AP2 block,LANA DNA inh,NSD2 HMT inh,Keap1-Nrf2 PPI,CAL PDZ FP-1,Cardiac RTF inh,V-ATPase pHluor,DSG3 Ab inh,CAL PDZ FP-2,DAGLB inhibitor,molecule
24.1,-0.7,2.5,-0.4,-2.9,-8.6,1.4,102.5,-0.5,-2.8,CC(C)c1ccc(-c2nc(N3CCCCC3)[nH]c(=O)c2C#N)cc1
-12.3,0.6,3.6,-1.7,-4.0,4.6,-6.8,101.2,-2.2,-0.2,C=C(C)Cn1c(=O)c2c(nc3n2CCCN3CCc2ccccc2)n(C)c1=O
28.9,-0.8,-0.3,0.0,-0.2,-2.1,0.2,100.5,-0.6,-12.2,CC1CCCCC1NC(=S)NC(=O)c1ccccc1Br (centres undefined)
-11.3,-0.3,11.1,1.2,35.9*,0.3,2.4,x,-0.7,-1.0,COc1ccc2ccccc2c1/C=N/O

Main list (from the top)
Arr AP2 block,LANA DNA inh,NSD2 HMT inh,Keap1-Nrf2 PPI,CAL PDZ FP-1,Cardiac RTF inh,V-ATPase pHluor,DSG3 Ab inh,CAL PDZ FP-2,DAGLB inhibitor,molecule
24.1,-0.7,2.5,-0.4,-2.9,-8.6,1.4,102.5,-0.5,-2.8,CC(C)c1ccc(-c2nc(N3CCCCC3)[nH]c(=O)c2C#N)cc1
-12.3,0.6,3.6,-1.7,-4.0,4.6,-6.8,101.2,-2.2,-0.2,C=C(C)Cn1c(=O)c2c(nc3n2CCCN3CCc2ccccc2)n(C)c1=O
28.9,-0.8,-0.3,0.0,-0.2,-2.1,0.2,100.5,-0.6,-12.2,CC1CCCCC1NC(=S)NC(=O)c1ccccc1Br (centres undefined)
-11.3,-0.3,11.1,1.2,35.9*,0.3,2.4,x,-0.7,-1.0,COc1ccc2ccccc2c1/C=N/O
17.8,0.5,-0.4,-2.6,4.7,-3.0,-0.8,110.0,0.0,-16.0,COc1ccccc1CCC(=O)Nc1ccc(C)cc1Cl
-7.2,-0.5,-4.8,-7.2,-2.5,-8.5,1.4,91.7,-0.2,-5.1,Fc1ccc(NC(=S)NN=Cc2ccccc2Cl)cc1
5.5,-2.4,-0.5,3.7,-7.2,-5.7,-16.0,100.4,x,-1.1,CC(=O)N(CCc1ccccc1C)Cc1cc2ccc(C)cc2[nH]c1=O
1.4,1.7,x,-4.0,-5.7,-6.5,-11.2,98.1,-0.6,-7.0,CC1(C)c2[nH]c3ccccc3c2C[C@H]2C(=O)N(Cc3ccccc3F)C(=O)N21
31.0,1.3,-0.4,-0.6,3.7,2.6,0.4,102.4,-4.3,-1.3,Cc1ccc(OCCOC(=O)CN2C(=O)NC3(CCCC3)C2=O)cc1
-3.7,5.1,11.0,-4.3,-7.8,2.9,1.3,107.7,-6.3,7.8,CCOC(=O)c1ccccc1NC(=O)c1ccc2c(SCC(=O)O)c3c(nc2c1)CCCC3
11.1,2.0,-0.6,2.5,8.1,-24.9,-0.9,x,-0.1,-1.4,COC(=O)c1sccc1NC(=O)CN(C)NS(=O)(=O)c1ccc(Cl)cc1
46.5,-0.2,3.9,1.0,-1.0,15.7,-0.2,96.0,-2.2,-6.5,COc1cccc(NC(=O)c2nc(SC)ncc2Cl)c1
-6.6,-1.2,-2.5,-6.3,0.5,6.9,-0.6,106.6,-0.6,0.0,CCn1c(-c2cc(-c3ccccc3OC)nc3ccccc23)n[nH]c1=S
-8.5,1.6,-3.2,-3.7,-2.9,-1.5,-2.0,107.2,-2.2,-0.7,Cc1cccc(CNC(=O)C2CCC(=O)N(C3CCCCCC3)C2)c1 (centres undefined)
3.6,0.6,0.6,5.8,x,-1.0,-6.0,106.1,-3.2,0.4,Cc1c(C(=O)OCc2ccc(F)cc2)sc2nc3n(c(=O)c12)CCC3
-2.5,0.1,-3.3,-1.0,0.1,4.6,-1.7,106.0,-2.3,-0.1,CCC(C)NC(=O)C1CCN(S(=O)(=O)CC)CC1 (centres undefined)
-1.2,-0.2,1.3,-6.6,-1.5,9.9,3.3,85.0,-1.0,-1.0,CC(=O)Nc1ccc2c(c1)Cc1ccc(Cl)cc1-2
5.1,-1.7,0.7,-0.8,1.7,2.2,-3.5,100.4,1.3,-2.5,CCCc1nnc(NC(=O)c2oc3ccccc3c2COCC)s1
-5.2,0.9,13.7,0.0,x,-4.7,-1.4,109.0,-1.8,0.6,CC(C)C(=O)Nc1ccc(C(=O)c2ccccc2)cc1
1.3,0.3,2.3,-2.6,-2.6,2.2,1.9,83.7,-2.0,-1.1,Cn1c(SCC(=O)NC2CCCCC2)nnc1-c1ccc(N)cc1
-13.7,9.1,-0.7,-8.3,3.0,-16.6,-2.8,94.7,0.3,-2.5,CCOC(=O)c1cc(C#N)c(SCC(N)=O)[nH]c1=O
2.1,0.7,3.1,-0.5,-4.2,-12.3,-0.3,97.4,-0.2,1.3,S=C1NC2=C(CCC/C2=C\c2ccccc2)C(c2ccccc2)N1 (centres undefined)
20.8,0.8,x,5.4,x,0.2,-5.4,101.6,-0.4,7.0,O=C1CN(C(=O)c2cc3ccccc3oc2=O)C(c2ccc(F)cc2)c2cc(F)ccc2N1 (centres undefined)
26.0,-0.1,11.3,-4.9,-3.2,-13.4,16.9,96.4,-0.4,-2.0,CNc1nc(SC)nc2ccsc12
2.4,1.3,x,-2.1,-2.5,-5.3,5.9,96.2,0.5,-1.7,CC[C@H](C)C(N)c1cn(C(CCCN=C(N)N)C(=O)N2CCNCC2)nn1 (some centres undefined)
-7.3,-1.3,1.4,-4.0,-1.8,-15.4,-6.4,101.8,-3.6,-1.1,CC(OC(=O)CSCC(=O)Nc1ccc(Cl)cc1)C(=O)N(C)Cc1ccccc1 (centres undefined)
30.4,2.1,x,-2.0,-2.3,-8.7,2.4,102.0,-0.7,-3.9,O=C(NC(=S)NC(c1ccccc1)c1ccncc1)c1ccccc1 (centres undefined)
11.4,0.3,-2.7,-2.9,-3.8,10.8,2.2,x,-2.4,-6.3,Nc1cc(OC(=O)c2c(F)cccc2Cl)nn1S(=O)(=O)c1ccccc1
27.5,0.8,-1.3,0.7,-4.3,-5.6,-3.7,98.4,0.0,-3.0,Nc1c(C(=O)c2ccc(Cl)cc2)sc2nc3c(cc12)CCC3
16.5,-0.2,-1.3,2.0,3.8,-0.2,-1.3,121.9,1.3,3.4,O=C1NC2(CCCCC2)C(=O)N1c1ccc(Cl)cc1
14.5,-0.1,-12.9,-2.0,-2.3,-16.0,-2.5,107.8,-1.2,-1.2,CC(=O)c1c(C)nn(CC(O)COc2ccc3ccccc3c2)c1C (centres undefined)
16.7,1.5,12.9,-1.9,0.2,-3.9,-1.5,125.6,-2.2,0.6,CC1=NN(c2ccc(C)cc2C)C(=O)C1C(c1ccccc1O)C1C(=O)N(c2ccc(C)cc2C)N=C1C (centres undefined)
-2.5,-2.0,3.2,-14.2,-4.9,-2.7,4.4,112.5,1.2,1.8,Cc1occc1C(=O)N/N=C/C=C/c1ccc(N(C)C)cc1
4.3,0.9,x,-1.3,x,-5.9,-4.3,100.0,-1.0,-1.8,CN(CC(=O)NCCc1ccc(Cl)cc1)S(=O)(=O)c1ccc2c(c1)c(=O)n(C)c(=O)n2C
-5.2,0.1,1.3,1.7,x,-2.8,1.4,100.3,-0.6,-0.8,COc1cc(C=O)ccc1OCc1c(C)noc1C
0.5,2.3,0.6,-3.8,-3.3,-10.9,0.6,x,-0.1,-0.2,CCCS(=O)(=O)N1CCN(C(=O)c2ccco2)CC1
3.6,0.9,-2.6,1.4,-1.5,-4.0,3.0,102.8,-3.2,5.1,CC(=O)c1sc(Nc2nc3ccc(F)cc3s2)nc1C
9.3,-0.9,8.5,-5.7,-6.0,-8.4,2.6,110.1,-0.4,-0.7,CCC(C)NC(=O)CSc1ccc(S(=O)(=O)N(C)C2CCCCC2)cn1 (centres undefined)
12.3,0.4,3.5,-2.0,-2.4,2.1,-2.5,x,-0.7,-5.1,Cc1ccc(NC(=O)[C@H](C)NC(=O)C2CCN(C(=O)[C@@H](N)C(C)C)CC2)cc1
8.3,1.6,-0.3,-4.4,-1.4,3.7,0.6,102.0,-1.4,-0.8,CC(NC(=O)c1cccs1)c1ccc2c(c1)OCO2 (centres undefined)
1.9,-1.5,-0.1,-6.8,-3.1,0.8,7.5,102.5,-0.9,-0.1,CCC(=O)Nc1cccc(C(=O)c2ccccc2)c1
14.1,-0.5,-1.1,-2.2,-1.1,-8.7,6.7*,96.8,-1.8,3.8,CCn1cc(C(=O)NCc2ccco2)c(=O)c2ccc(C)nc21
x,x,26.1,x,x,x,4.0,102.5,x,2.2,O=[N+]([O-])c1ccccc1SNc1ccccc1
21.3,-0.8,-29.4,-7.0,3.1,-9.9,1.2,115.8,-0.7,-6.0,CNc1ccc(SC#N)cc1
20.8,-1.0,-1.5,-1.4,0.6,0.2,-2.6,98.8,-0.5,-2.0,Cc1cc(NC(=O)c2cccc(S(=O)(=O)N3CCCC3)c2)no1
9.2,-0.5,-2.6,-2.1,-2.9,-9.0,-2.7,102.5,-2.2,-1.1,CCn1c(=S)sc2c(=O)n(CC(=O)Nc3ccc(OC)c(Cl)c3)c(C)nc21
-11.7,-0.4,-5.3,-2.4,7.3,-9.3,1.6,x,0.4,-5.8,Cc1cccc(NC2=NC(=S)N(CC#N)C23CCCCC3)c1
5.2,-0.9,-1.1,-2.6,-4.1,-9.5,-1.0,99.2,0.4,1.2,COc1ccc(/C=C/C(=O)N(CC(C)C)C2CCS(=O)(=O)C2)cc1 (centres undefined)
19.9,0.8,-0.3,-1.0,-2.8,-4.8,-4.2,x,-3.5,1.6,COc1cc2c(cc1OC)C(C(=O)Nc1ccc3c(c1)OCCO3)C(c1cccnc1)N(C)C2=O (centres undefined)
-4.5,-1.7,x,-3.9,-1.2,3.1,-2.6,106.2,-0.5,4.0,COc1c(O)cc2oc(-c3ccc(O)cc3)cc(=O)c2c1O
-10.8,2.1,-0.8,-5.2,-1.2,3.5,4.3,105.7,-0.6,-2.3,CC(=O)C1=C(C)N2CCN=C2S1

Source: PubChem (several laboratories)
